Screens from PubChem BioAssay.
ROS inducer – cancer cell ROS induction; U2OS ROS induction, H2DCF-DA fluorescence; ROS induction (% of piperlongumine), % at 10 µM; actives 2% (n = 46,000); AID 624156; in the data active = ROS induction above about 79%, passing the limit was not always enough; inconclusive = no clear call, values can overlap the other calls;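 also: 0% = DMSO vehicle median and 100% = reference compound median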
* = called active by the depositor; u = inconclusive; & = joins results of further samples. An excerpt; rates above refer to the full screens.

> CC1CCCN(S(=O)(=O)c2ccc3[nH]c(=O)cc(C(=O)NCCCN4CCCCC4C)c3c2)C1 (stereo not drawn)
  ROS inducer: -2
> CS(=O)(=O)N(CC(=O)Nc1ccc(I)cc1)Cc1ccccc1
  ROS inducer: -4
> Cc1cc(=O)oc2cc(OC(C)C(=O)NCC3CCCO3)ccc12 (stereo not drawn)
  ROS inducer: -6
> OC[C@H]1O[C@@H](n2cnc3c(NCc4ccco4)ncnc32)[C@H](O)[C@@H]1O
  ROS inducer: -9
> CCC[C@@H]1C[C@@H](C(=O)N[C@@H](C2O[C@H](SC)[C@H](O)[C@@H](O)[C@H]2O)[C@H](C)Cl)N(C)C1 (stereo partly drawn)
  ROS inducer: -10
> CC(=O)O[C@@H]1[C@@H](O)[C@H](C)O[C@@H](O[C@H]2[C@@H]3C=CO[C@@H](O[C@@H]4O[C@H](CO)[C@@H](O)[C@H](O)[C@H]4O)[C@@H]3[C@@]3(CO)O[C@@H]23)[C@@H]1OC(=O)/C=C/c1ccc(O)cc1
  ROS inducer: 73
> Cc1ccc(S(=O)(=O)N(C)C[C@@H]2Oc3ccc(NS(C)(=O)=O)cc3C(=O)N([C@H](C)CO)C[C@@H]2C)cc1
  ROS inducer: -1
> CCOC(=O)C1=C(CS(=O)(=O)c2ccccc2)NC(=O)NC1c1ccc(SC)cc1 (stereo not drawn)
  ROS inducer: -1
> C/C1=C/CC(=O)C(C)C[C@H]2OC(=O)[C@H](C)C2[C@@H](O)C1 (stereo partly drawn)
  ROS inducer: 0
> COc1cc(CO)cc(Br)c1OCc1cccc([N+](=O)[O-])c1
  ROS inducer: -9
> C[C@@H]1CCCCO[C@@H](CN(C)S(C)(=O)=O)[C@@H](C)CN([C@H](C)CO)C(=O)c2cc(NS(=O)(=O)c3cn(C)cn3)ccc2O1
  ROS inducer: -6
> O=C(NCc1ccco1)c1ccccc1NC(=O)C1COc2ccccc2O1 (stereo not drawn)
  ROS inducer: -20
> COc1ccc(NC(=O)N(C)C[C@@H]2Oc3c(NS(=O)(=O)c4ccc(C)cc4)cccc3C(=O)N([C@@H](C)CO)C[C@@H]2C)cc1
  ROS inducer: 2
> CCC(C)C(Nc1ncnc2c1oc1ccccc12)C(=O)O (stereo not drawn)
  ROS inducer: 2
> C[C@H]1CN([C@@H](C)CO)C(=O)Cc2cc(NS(=O)(=O)c3cccs3)ccc2O[C@@H]1CN(C)Cc1ccncc1
  ROS inducer: 1

> Cc1ccc(S(=O)(=O)N(C)C[C@H]2Oc3ccc(NS(C)(=O)=O)cc3CC(=O)N([C@H](C)CO)C[C@H]2C)cc1
  ROS inducer: -15
> COc1ccc(CN(C)C[C@H]2Oc3c(NS(=O)(=O)c4ccc(C)cc4)cccc3C(=O)N([C@@H](C)CO)C[C@H]2C)cc1
  ROS inducer: 19
> C=CCNC(=O)[C@H]1[C@@H]2C(=O)O[C@@H](c3ccccc3)[C@@H](c3ccccc3)N2[C@@H](c2ccc(OCCO)cc2)[C@]12C(=O)Nc1ccc(C#CC3=CCCCC3)cc12
  ROS inducer: 43
> COc1ccccc1OCCN1CCN(c2ccccc2)CC1
  ROS inducer: -12
> CC(C)NC(=O)Nc1cccc2c1O[C@H](CN(C)C(=O)Nc1ccc3c(c1)OCO3)[C@@H](C)CN([C@@H](C)CO)C2=O
  ROS inducer: -6
> C[C@H](CO)N1C[C@H](C)[C@H](CN(C)Cc2ccc(C(=O)Nc3ccccc3N)cc2)Oc2ccc(NC(=O)c3ccncc3)cc2CC1=O
  ROS inducer: 13
> Cc1cc(C)cc(OCC(=O)Nc2cc(-c3nc4ccc(C)cc4o3)ccc2C)c1
  ROS inducer: -8
> O=C(CSc1nnc(-c2cccc(Br)c2)n1-c1ccccc1)Nc1ccccc1[N+](=O)[O-]
  ROS inducer: -1
> Cc1noc(C)c1S(=O)(=O)Nc1ccc2c(c1)CC(=O)N([C@@H](C)CO)C[C@H](C)[C@H](CN(C)Cc1ccc3c(c1)OCO3)O2
  ROS inducer: 1
> Fc1ccc(Nc2cccc3nonc23)cc1
  ROS inducer: -2
> C[C@H](CO)N1C[C@H](C)[C@H](CN(C)Cc2ccc(F)cc2)Oc2ncc(-c3cc4ccccc4o3)cc2C1=O
  ROS inducer: 20
> O=C(NCCN1CCOCC1)c1cnn2c(C(F)F)cc(-c3ccccc3)nc12
  ROS inducer: 67
> CCN1CCN(C(=O)c2ccc(CNS(=O)(=O)c3cccc(OC)c3)cc2)CC1
  ROS inducer: -6
> COc1cccc(Oc2ccc(OC)cc2C(=O)NN)c1
  ROS inducer: -22
> COc1ccc(N(CC(=O)Nc2ccc(F)c(F)c2)S(C)(=O)=O)cc1Cl
  ROS inducer: 1

Some of these compounds in order of heavy-atom count, falling.
> COc1ccc(NC(=O)N(C)C[C@@H]2Oc3c(NS(=O)(=O)c4ccc(C)cc4)cccc3C(=O)N([C@@H](C)CO)C[C@@H]2C)cc1
  ROS inducer: 2
> CC1CCCN(S(=O)(=O)c2ccc3[nH]c(=O)cc(C(=O)NCCCN4CCCCC4C)c3c2)C1 (stereo not drawn)
  ROS inducer: -2
> O=C(NCc1ccco1)c1ccccc1NC(=O)C1COc2ccccc2O1 (stereo not drawn)
  ROS inducer: -20
> COc1ccc(N(CC(=O)Nc2ccc(F)c(F)c2)S(C)(=O)=O)cc1Cl
  ROS inducer: 1
> COc1ccccc1OCCN1CCN(c2ccccc2)CC1
  ROS inducer: -12

Additional structures follow:
> CCOC(=O)c1c(NC(=O)N2CCOc3ccc(Cl)cc32)sc2c1CCCC2
  ROS inducer: -10
> Cc1noc(C)c1S(=O)(=O)Nc1ccc2c(c1)CC(=O)N([C@H](C)CO)C[C@H](C)[C@H](CN(C)S(=O)(=O)c1c(C)noc1C)O2
  ROS inducer: -12
> Cc1cc(C)cc(NC(=O)C2CC(=O)n3ncnc3N2)c1 (stereo not drawn)
  ROS inducer: -7
> COc1ccc(CN(C)C[C@H]2Oc3ccc(NC(=O)NC4CCCCC4)cc3C(=O)N([C@@H](C)CO)C[C@@H]2C)cc1
  ROS inducer: -11
> C[C@@H]1CN([C@H](C)CO)C(=O)Cc2cc(N(C)C)ccc2O[C@H]1CN(C)Cc1ccc(Cl)c(Cl)c1
  ROS inducer: 11
> COc1c2c(c(O)c3c(=O)c4c(OC)c(O)ccc4oc13)C1CCCC(C)(O2)O1 (stereo not drawn)
  ROS inducer: 29
> O=S(=O)(c1ccccc1)c1nc(-c2cccs2)oc1NCc1ccco1
  ROS inducer: -8
> C[C@H]1CN([C@@H](C)CO)C(=O)Cc2cc(NC(=O)CCCN(C)C)ccc2O[C@H]1CN(C)Cc1ccc(Oc2ccccc2)cc1
  ROS inducer: u
> Cc1cc(C)cc(CC(C(=O)O)C(C)C(=O)NCc2ccccc2)c1 (stereo not drawn)
  ROS inducer: 12
> C[C@@H]1CN([C@@H](C)CO)C(=O)c2cccc(NC(=O)C3CC3)c2O[C@@H]1CN(C)S(C)(=O)=O
  ROS inducer: -2
> O=C(N/N=C/c1ccco1)c1ccccn1
  ROS inducer: 8
> Cc1ccc(S(=O)(=O)Nc2ccc3c(c2)C(=O)N([C@H](C)CO)C[C@@H](C)[C@H](CN(C)C(=O)Nc2c(C)noc2C)O3)cc1
  ROS inducer: -22
> CN1CCCCC1CCN1c2ccccc2Sc2ccc(S(C)=O)cc21 (stereo not drawn)
  ROS inducer: 23&25
> C[C@H](CO)N1C[C@H](C)[C@H](CN(C)Cc2cccc(C(F)(F)F)c2)Oc2ncc(C#Cc3ccccc3)cc2C1=O
  ROS inducer: 9
> Cc1ccc(S(=O)(=O)N(C)C[C@@H]2Oc3c(NS(=O)(=O)c4ccc(Cl)cc4)cccc3C(=O)N([C@@H](C)CO)C[C@@H]2C)cc1
  ROS inducer: 2

> COc1ccc(NC(=O)Nc2cccc3c2O[C@@H](CN(C)S(=O)(=O)c2ccc(C)cc2)[C@H](C)CN([C@H](C)CO)C3=O)cc1
  ROS inducer: -5
> CC1(C)NC(=O)N(CCCCOc2ccccc2[N+](=O)[O-])C1=O
  ROS inducer: 0
> O=C(Nc1ccc(Cl)cc1)Nc1ccc(N2CCN(c3ncccc3C(F)(F)F)CC2)nc1
  ROS inducer: 10
> COc1ccc(S(=O)(=O)Nc2ccc3c(c2)C(=O)N([C@@H](C)CO)C[C@@H](C)[C@H](CN(C)C)O3)cc1
  ROS inducer: -7
> CN(CC(=O)Nc1cccc(Cl)c1)S(=O)(=O)c1ccc2ccccc2c1
  ROS inducer: 4
> COc1ccc(/C=N/NC(=O)CCCCCCC(=O)O)c(O)c1
  ROS inducer: 6
> COc1cc(OC)c(NC(=O)CN2C(=O)c3ccccc3C2=O)cc1Cl
  ROS inducer: -15
> CC(NC(=O)c1ccc(C(C)(C)C)cc1)c1ccccc1 (stereo not drawn)
  ROS inducer: -2
> CC1=C(C(=O)Nc2cccnc2)C(c2cccnc2)n2ncnc2N1 (stereo not drawn)
  ROS inducer: -1
> C[C@@H]1CN([C@@H](C)CO)C(=O)Cc2cc(NC(=O)Nc3ccccc3)ccc2O[C@@H]1CN(C)S(C)(=O)=O
  ROS inducer: 9
> Cc1ccc(S(=O)(=O)NC2(C(F)(F)F)C(=O)N(CC3CCCO3)C3=C2C(=O)CC(C)(C)C3)cc1 (stereo not drawn)
  ROS inducer: -1
> O=C(O)CCSc1nnc(-c2ccncc2)n1-c1ccccc1
  ROS inducer: -4
> CC(C)NC(=O)N(C)C[C@H]1Oc2ccc(NC(=O)Cn3cnnn3)cc2C(=O)N([C@H](C)CO)C[C@H]1C
  ROS inducer: -6
> COc1ccc2nc(SCC(=O)Nc3ccc(I)cc3)[nH]c2c1
  ROS inducer: 1
> C[C@H]1CN([C@@H](C)CO)C(=O)c2cccc(NS(=O)(=O)c3ccc(Cl)cc3)c2O[C@@H]1CN(C)S(=O)(=O)c1ccccc1
  ROS inducer: -10

Going on with the list.
canonical_smiles | ROS inducer
C[C@@H]1CN([C@H](C)CO)C(=O)Cc2cc(NC(=O)C3CCCCC3)ccc2O[C@@H]1CN(C)C(=O)NC1CCCCC1 | -3
Cc1ccc(N(C(C)C(=O)Nc2ccc(I)cc2C)S(C)(=O)=O)cc1C (stereo not drawn) | -8
CCn1cc(C(=O)O)c(=O)c2cc(S(=O)(=O)N(C)C)ccc21 | -7
C[C@@H]1CN([C@@H](C)CO)C(=O)c2cccc(N(C)C)c2O[C@H]1CN(C)C(=O)Nc1ccc(F)cc1 | 1
Nc1cc(-c2ccccc2)c2ccccc2n1 | 1
Cc1ccc(-c2ccc(=O)n(CCC(=O)NCCN3C(C)CCCC3C)n2)cc1 (stereo not drawn) | 8
CC(C)(C)OC(=O)NC/C=N/NC(=O)c1ccccn1 | 6
COc1ccc(NC(=O)Nc2ccc3c(c2)CC(=O)N([C@H](C)CO)C[C@H](C)[C@H](CN(C)C(=O)Nc2c(C)noc2C)O3)cc1 | -8
COC(=O)C(CC#Cc1ccc2c(c1)[C@]1(C(=O)N2)[C@H](C(=O)NC[C@H](O)c2ccccc2)[C@H]2C(=O)O[C@H](c3ccccc3)[C@H](c3ccccc3)N2[C@@H]1c1ccccc1OCCO)C(=O)OC | 113*
COc1ccc(CCNC(=O)c2cc3cc(Br)cc(OC)c3oc2=O)cc1OC | 42
O=C(CCCCC(=O)N/N=C/c1ccccn1)NO | -7
CNC[C@@H]1OCCCC[C@@H](C)Oc2ccc(NC(=O)NC3CCCCC3)cc2C(=O)N([C@H](C)CO)C[C@@H]1C | -6
COc1ccc(S(=O)(=O)Nc2cccc3c2O[C@H](CN(C)C(=O)Nc2c(C)noc2C)[C@H](C)CN([C@@H](C)CO)C3=O)cc1 | -10
CS(=O)(=O)N(CC(=O)NC1CCCCC1)c1ccc(F)cc1 | 4
C[C@H](CO)N1C[C@H](C)[C@H](CN(C)S(=O)(=O)c2ccccc2)Oc2ncc(-c3cccc(F)c3)cc2C1=O | 12
C[C@H]1CN([C@@H](C)CO)C(=O)c2cc(NS(=O)(=O)c3cn(C)cn3)ccc2O[C@H]1CN(C)Cc1ccc(C(=O)Nc2ccccc2N)cc1 | 34
C[C@@H]1CN([C@@H](C)CO)C(=O)Cc2cc(NC(=O)Cn3cnnn3)ccc2O[C@@H]1CN(C)Cc1ccc2c(c1)OCO2 | 1
COc1ccc(NC(=O)N(C)C[C@@H]2Oc3ccc(NC(=O)Cn4cnnn4)cc3CC(=O)N([C@H](C)CO)C[C@@H]2C)cc1 | -2
C[C@@H]1CN([C@H](C)CO)C(=O)c2cc(NC(=O)Cn3cnnn3)ccc2O[C@@H]1CN(C)C | -6
Cc1ccc(S(=O)(=O)N(C)C[C@@H]2Oc3c(NC(=O)C4CCOCC4)cccc3C(=O)N([C@H](C)CO)C[C@H]2C)cc1 | -4
C=CCn1c(N)c(C(=O)NCc2ccccc2)sc1=S | -9
Cn1c(COc2cccc3cccnc23)nnc1SCC(N)=O | -33
Cc1cc(I)ccc1NC(=O)CN(c1cccc(F)c1)S(C)(=O)=O | 46
CO[C@@H](CCO)[C@@H](O)c1ccc(O)c(F)c1 | 11
Cc1ccc(CSc2nc3ccccc3c(=O)n2-c2ccc(C(=O)N3CCOCC3)cc2)cc1 | 10
CN1C2CCC1CC(NC(=O)Cc1ccccc1F)C2 (stereo not drawn) | 8
COC(=O)C1=CO[C@@H](O[C@@H]2O[C@H](CO)[C@@H](O)[C@H](O)[C@H]2O)[C@@H]2[C@@](C)(O)[C@@H](O)C[C@]12O | 2
CC(C)(C)C1=Nn2c(nnc2-c2ccccc2)SC1 | 50
C[C@@H]1CN([C@@H](C)CO)C(=O)c2cccc(NS(=O)(=O)c3cccs3)c2O[C@@H]1CN(C)CC1CC1 | 5
COC(=O)COc1cccc(NC(=O)c2ccc(NC(=O)c3ccco3)cc2)c1 | u

As a working copy, some entries already given:
canonical_smiles | ROS inducer
Cc1cc(I)ccc1NC(=O)CN(c1cccc(F)c1)S(C)(=O)=O | 46
CO[C@@H](CCO)[C@@H](O)c1ccc(O)c(F)c1 | 11
Cc1ccc(CSc2nc3ccccc3c(=O)n2-c2ccc(C(=O)N3CCOCC3)cc2)cc1 | 10
CN1C2CCC1CC(NC(=O)Cc1ccccc1F)C2 (stereo not drawn) | 8

(continued)
canonical_smiles | ROS inducer
CCc1c(C)sc(NC(=O)COc2ccc(Cl)cc2)c1C(N)=O | -2
Cc1cc(C)c(C#N)c(SCC(=O)C(C)(C)C)n1 | -23
C[C@@H]1CN([C@H](C)CO)C(=O)Cc2cc(NC(=O)NC3CCCCC3)ccc2O[C@@H]1CN(C)C(=O)Nc1cccc2ccccc12 | 6
Cc1cc(=S)nc(-c2ccccn2)[nH]1 | 0
